RECQ1 helicase: blocks DNA unwinding by human RECQ1; P46063; RECQ1 DNA unwinding, red fluorescence kinetic read; Potency, µM (series often up to 57.3 µM), inactives show at the top dose activity, negative = inhibition, hits mostly inhibitors; 240,000 tested, 0.54% active; AID 2549;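 note: plate controls were vehicle for no effect and no enzyme for full effect; nearly all actives have a fitted effect of over 30% in size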
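RECQ1T1 50 nM; forked duplex (20 bp + 30-nt ss tails) 200 nM, ATP 2 mM final; pH 8.0, 2 mM MgCl2, 2.5 ug/ml poly(dI-dC); 15 min compound preincubation; discontinuous kinetic read over 2 h at RT.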
TexasRed fluor: alters Texas Red total fluorescence, flagging assay interference; Potency, µM (top dose mostly 106 µM), inactives show at the highest dose fluorescence change, negative = quenching; TRb/SRC2 Texas Red total fluorescence interference; 280,000 tested, 0.29% active; active = well fitted curve in either direction with a large enough effect; inconclusive = small, poorly fitted or top-dose-only effect; note: % is set by controls: 0 for no effect and ±100 for the full control effect
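Human TRβ ligand-binding domain (0.6 uM) and Texas Red SRC2 peptide (20 nM) in Tris buffer with 1 uM T3 and 5% DMSO were incubated with pinned compound for 5 hr at ambient temperature. Total fluorescence was computed as S + 2P (555/632 nm).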
TRb-SRC2 inh: TRbeta-SRC2 interaction inhibition; P10828; TRbeta-SRC2 peptide binding, fluorescence polarization; receptor liganded with 1 µM T3; Potency, µM (highest dose often 106 µM), for inactives: at the top dose activity change, negative = inhibition, most hits filed as inhibitors; 280,000 tested, 0.065% active; AID 1469;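 note: plate controls were bound peptide for no effect and peptide without receptor for full effect; nearly all actives have a fitted effect of over 50% in size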
Target sequence (P10828 whole entry, looked up): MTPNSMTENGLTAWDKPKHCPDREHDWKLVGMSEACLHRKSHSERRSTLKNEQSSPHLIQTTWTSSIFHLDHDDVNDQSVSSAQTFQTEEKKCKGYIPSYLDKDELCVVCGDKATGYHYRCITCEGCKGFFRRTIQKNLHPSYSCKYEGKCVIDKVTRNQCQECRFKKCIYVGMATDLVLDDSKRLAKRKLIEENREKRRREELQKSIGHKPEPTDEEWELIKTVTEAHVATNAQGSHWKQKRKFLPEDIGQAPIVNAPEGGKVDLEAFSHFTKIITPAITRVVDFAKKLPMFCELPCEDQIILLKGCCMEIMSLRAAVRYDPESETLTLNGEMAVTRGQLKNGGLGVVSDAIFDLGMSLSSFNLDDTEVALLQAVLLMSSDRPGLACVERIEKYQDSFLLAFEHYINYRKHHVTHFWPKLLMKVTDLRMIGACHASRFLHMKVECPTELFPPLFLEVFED
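Fluorescence polarization of 20 nM Texas Red SRC2 peptide with 0.6 uM human TRb ligand-binding domain, in Tris buffer with 1uM T3 and 5% DMSO. Incubated 5 hr ambient; normalized to unbound and bound controls.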
HTT cytoprotect: cytoprotection in Huntington HTT-Q103 PC12 cell model; PC12 HTT-Q103 induced, cytoprotection, ATP luminescence, 40 h; Potency, µM (series often up to 56.4 µM), for inactives: cytoprotection (ATP increase), most hits filed as activators; 230,000 tested, 0.14% active;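 note: % of control where 0% means no effect; nearly all actives have a fitted effect of over 45% in size; toxic huntingtin expression switched on by the ecdysone agonist tebufenozide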
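Readout: ATPlite luminescence (ATP level). Model: stable PC12, inducible Htt exon1 Q103-GFP. Inducer: tebufenozide, 100 nM final. Compounds: dose series. No G418 in medium.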
The depositor's hits bear a star; ? = inconclusive; / = no result given; & = joins results of further samples; [ ] = remark or other dose. Unless noted, calls come from the whole dose curve; as a rule, active = well fitted curve in the direction sought with a large enough effect; inconclusive = small, poorly fitted or top-dose-only effect, or another doubt; inactive = no such curve, though single readings can be large; an effect the other way counts as inactive or inconclusive. Potency is the fitted concentration of half-maximal effect.

Start of the data: the first 12 entries as a preview:
molecule,TexasRed fluor,TRb-SRC2 inh,HTT cytoprotect,RECQ1 helicase
CCCN1CCc2cc(O)cc3c2[C@H]1Cc1ccc(O)c(O)c1-3,/,/,-13%[1.9 µM],/
NC(=O)c1ccc(OC[C@H](O)CN2CC=C(c3ccc(F)cc3)CC2)cc1,/,/,-11%[1.9 µM],/
C[C@@H]1O[C@H](OC2[C@@H](O)[C@H](O)C(O)[C@H](O)[C@H]2O)[C@@H](N)C[C@@H]1N=C(N)C(=O)O (stereo partly specified),/,/,-12%[10 µM],/
C=CCCN1C[C@@H]2C[C@H](C1)c1cccc(=O)n1C2,/,/,7%,/
CCS(=O)(=O)C(C)(C)S(=O)(=O)CC,/,/,-18%,/
C[C@@H]1[C@H]2C=C[C@@H]1[C@@H](c1c3ccc(=O)c(O)c-3oc3c(O)c(O)ccc13)[C@@H]2C(=O)O,/,/,-5%[10 µM],/
C[C@@]12CC[C@H](O)C[C@@H]1CC[C@@H]1[C@@H]2CC[C@@]2(C)[C@@H](C3=CC(=O)OC3)[C@H](O)C[C@]12O,/,/,1%[10 µM],/
COc1ccc(C(=O)O[C@H]2CC[C@@]3(C)[C@H]4CC[C@H]5[C@]3(C[C@]3(O)[C@H]6CN7C[C@H](C)CC[C@H]7[C@](C)(O)[C@]6(O)[C@H](O)C[C@]53O)O[C@]24O)cc1OC,/,/,7%[10 µM],/
Oc1ccc([C@H](O)[C@@H]2CCCCN2)cc1O,/,/,-13%[10 µM],/
C[C@]12CC[C@@H]3c4ccc(OC(=O)N(CCCl)CCCl)cc4CC[C@H]3[C@@H]1CC[C@@H]2O,/,/,2%,/
O=S(=O)(Nc1nccs1)c1ccc([As](=O)(O)O)cc1,/,/,17%[10 µM],/
NCC[Se][Se]CCN,/,/,-99%[inhibitor][10 µM],/

This part in full, from the first entry:
molecule,TexasRed fluor,TRb-SRC2 inh,HTT cytoprotect,RECQ1 helicase
CCCN1CCc2cc(O)cc3c2[C@H]1Cc1ccc(O)c(O)c1-3,/,/,-13%[1.9 µM],/
NC(=O)c1ccc(OC[C@H](O)CN2CC=C(c3ccc(F)cc3)CC2)cc1,/,/,-11%[1.9 µM],/
C[C@@H]1O[C@H](OC2[C@@H](O)[C@H](O)C(O)[C@H](O)[C@H]2O)[C@@H](N)C[C@@H]1N=C(N)C(=O)O (stereo partly specified),/,/,-12%[10 µM],/
C=CCCN1C[C@@H]2C[C@H](C1)c1cccc(=O)n1C2,/,/,7%,/
CCS(=O)(=O)C(C)(C)S(=O)(=O)CC,/,/,-18%,/
C[C@@H]1[C@H]2C=C[C@@H]1[C@@H](c1c3ccc(=O)c(O)c-3oc3c(O)c(O)ccc13)[C@@H]2C(=O)O,/,/,-5%[10 µM],/
C[C@@]12CC[C@H](O)C[C@@H]1CC[C@@H]1[C@@H]2CC[C@@]2(C)[C@@H](C3=CC(=O)OC3)[C@H](O)C[C@]12O,/,/,1%[10 µM],/
COc1ccc(C(=O)O[C@H]2CC[C@@]3(C)[C@H]4CC[C@H]5[C@]3(C[C@]3(O)[C@H]6CN7C[C@H](C)CC[C@H]7[C@](C)(O)[C@]6(O)[C@H](O)C[C@]53O)O[C@]24O)cc1OC,/,/,7%[10 µM],/
Oc1ccc([C@H](O)[C@@H]2CCCCN2)cc1O,/,/,-13%[10 µM],/
C[C@]12CC[C@@H]3c4ccc(OC(=O)N(CCCl)CCCl)cc4CC[C@H]3[C@@H]1CC[C@@H]2O,/,/,2%,/
O=S(=O)(Nc1nccs1)c1ccc([As](=O)(O)O)cc1,/,/,17%[10 µM],/
NCC[Se][Se]CCN,/,/,-99%[inhibitor][10 µM],/
CC(=O)O[C@H]1CC[C@@]2(C)[C@@H](CC[C@H]3[C@H]2CC(=O)[C@]2(C)[C@@H]3C[C@@H](N3CC3)[C@H]2C(C)=O)C1,/,/,-7%[10 µM],/
C[C@H](CC(C#N)(c1ccccc1)c1ccccc1)N1CCCCC1,/,/,2%[10 µM],/
CCON=O,/,/,8%,/
CC(C)[C@]1(O)[C@@H](OC(=O)c2ccc[nH]2)[C@]2(O)[C@@]3(C)C[C@@]4(O)O[C@@]5([C@H](O)[C@@H](C)CC[C@]35O)[C@]2(O)[C@]41C,/,/,8%[10 µM],/
O=[As](O)(O)c1ccc(NCc2ccccc2)cc1,/,/,4%[10 µM],/
CCN1C[C@@]2(C)CC[C@H](O)[C@@]34[C@@H]5C[C@H]6[C@H](O)[C@@H]5[C@](O)(C[C@@H]6OC)[C@H](C[C@@H]23)[C@H]14,/,/,8%,/
CCC1=C(C[C@H]2NCCc3cc(OC)c(OC)cc32)C[C@H]2c3ccccc3CCN2C1,/,/,2%[10 µM],/
C=C[C@@H]1CN2CC[C@H]1C[C@H]2[C@@H](O)c1ccnc2ccccc12,/,/,24%,/
O=C(O)C(Oc1nc(=S)[nH]c(=S)[nH]1)(c1ccc(Cl)cc1)c1ccc(Cl)cc1,/,/,-6%[10 µM],/
c1cc(CCN2CCCCC2)ccn1,/,/,8%[10 µM],/
c1cncc(CNCCN2CCNCC2)c1,/,/,-15%[10 µM],/
C[C@H]1CC[C@]2(NC1)O[C@@H]1C[C@@H]3[C@@H]4CC=C5C[C@H](O)CC[C@@]5(C)[C@H]4CC[C@@]3(C)[C@H]1[C@@H]2C,/,/,?,/
c1ccc2c([C@@H]3CCN(CCN4CCOCC4)C3)c[nH]c2c1,/,/,2%[10 µM],/

The last 2 entries of the part before come first, to join the parts:
molecule,TexasRed fluor,TRb-SRC2 inh,HTT cytoprotect,RECQ1 helicase
C[C@H]1CC[C@]2(NC1)O[C@@H]1C[C@@H]3[C@@H]4CC=C5C[C@H](O)CC[C@@]5(C)[C@H]4CC[C@@]3(C)[C@H]1[C@@H]2C,/,/,?,/
c1ccc2c([C@@H]3CCN(CCN4CCOCC4)C3)c[nH]c2c1,/,/,2%[10 µM],/
c1nc(N2CC2)c2cnn([C@@H]3CCCCO3)c2n1,/,/,3%[10 µM],/
O=C1CN=C(c2ccccc2)c2cc(Cl)ccc2N1CC1CC1,/,/,-7%,/
CC(C)[C@@H](Br)C(=O)NCC(=O)O,/,/,7%[10 µM],/
COC(=O)[C@@H]1C[C@@H]1[C@@H](NP(=O)(c1ccccc1)c1ccccc1)c1ccccc1,/,/,-40%[inhibitor],/
S=C(S)N1CCNCC1,/,/,23%,/
O=C(O)[C@@H]1[C@H](C(=O)O)[C@]2(Cl)C(Cl)=C(Cl)[C@@]1(Cl)C2(Cl)Cl,/,/,0%[10 µM],/
Cc1ccc(C2(c3ccc(C)c(O)c3C)CCN(C)CC2)c(C)c1O,/,/,0%[10 µM],/
Oc1ccc(CCNCc2cc3c(cc2Br)OCO3)cc1,/,/,-26%[10 µM],/
CC1=NN(c2ccc(S(=O)(=O)O)cc2C)C(=[OH+])[C@H]1N=Nc1cc(S(=O)(=O)O)ccc1C(=O)O.O.[Cr],/,/,9%[10 µM],/
NC1(P(=O)(O)O)CCCCC1,/,/,-13%[10 µM],/
O=P(O)(OP(=O)(O)c1ccccc1)c1ccccc1 (tested in a mixture with another compound),/,/,5%[10 µM],/
C[C@@]12CC[C@H](O)C[C@@H]1CC[C@H]1[C@H]2C[C@@H](O)[C@]2(C)[C@@H](C3=CC(=O)OC3)CC[C@@]12O,/,/,-26%,/
Cc1nc2ccccc2cc1C[N+]12CN3CN(CN(C3)C1)C2,/,/,-2%[10 µM],/
CNC(=O)NC(O)C(Cl)(Cl)Cl (stereo unspecified),/,/,4%,/
CC(=O)O[C@H]1C[C@H](O[C@H]2[C@@H](O)CC(O[C@H]3[C@@H](O)C[C@H](O[C@H]4CC[C@@]5(C)[C@H](CC[C@@H]6[C@@H]5CC[C@]5(C)[C@@H](C7=CC(=O)OC7)CC[C@]65O)C4)O[C@@H]3C)O[C@@H]2C)O[C@H](C)[C@H]1O[C@@H]1O[C@H](CO)[C@@H](O)[C@H](O)[C@H]1O (stereo partly specified),/,/,-8%,/
O=C(O)Cc1ccc([N+](=O)[O-])cc1[N+](=O)[O-],/,/,-1%[10 µM],/
CCN(Cc1ccc(Cl)nc1)/C(=C/[N+](=O)[O-])NC,/,/,18%,/
CC(C)n1cc2c3c(cccc31)[C@@H]1C[C@H](C(=O)O[C@@H](C)[C@H](C)O)CN(C)[C@H]1C2,/,/,-8%[1.9 µM],/
C[C@@]12Cc3cnc(-c4ccccc4)nc3C[C@@H]1CC[C@@H]1[C@H]3CC[C@@](C)(O)[C@]3(C)CC[C@@H]12,/,/,-6%[10 µM],/
CO[C@@H]([CH2][Hg])CN1C(=O)c2ccccc2S1(=O)=O.Cn1c(=O)c2nc[nH]c2n(C)c1=O,/,/,-2%[10 µM],/
C[C@]12Cc3cn4c(nc3C=C1CC[C@H]1[C@@H]2CC[C@@]2(C)[C@H]1CC[C@@]2(O)C#N)nc1ccccc14,/,/,-1%[1.9 µM],/
CS(=O)(=O)O[C@H]1CN2CCC1CC2,/,/,-7%[10 µM],/
CC1(C)N=C(N)N=C(N)N1c1cccc(C(=O)Nc2ccc(S(=O)(=O)F)cc2)c1,/,/,-10%[10 µM],/
C[C@]1(C(=O)O)[C@@H]2CC[C@@H](O2)[C@@]1(C)C(=O)O,/,/,-70%[inhibitor][1.9 µM],/
Cc1ccc(OP(=O)(Oc2ccc(C)cc2)N2C=Cc3ccccc3[C@H]2C#N)cc1,/,/,-11%[10 µM],/
CCNC(C)(C)[C@@H](SS)c1ccc(Br)cc1,/,/,-19%[10 µM],/
N[C@@H](Cc1c[nH]c2cc([N+](=O)[O-])ccc12)C(=O)O,/,/,10%[10 µM],/
c1ccc(CCN2CCCCCC2)nc1,/,/,2%[10 µM],/
O=C(O)[C@H]1CCN1,/,/,-3%[1.9 µM],/
O=[N+]([O-])c1ccc([As](=O)(O)O)cc1,/,/,14%,/
C[C@@H](Cc1ccc(Cl)cc1Cl)NO,/,/,4%[10 µM],/
O=C(O)[C@@H](O)[C@@H](O)[C@@H]1[O][Sb][O][C@@H]1CO,/,/,?,/
CC(C)CNCCc1ccccn1,/,/,5%[10 µM],/
CCCN1CCC[C@H](c2cccc(C#N)c2)C1,/,/,2%[1.9 µM],/
CN1CC[C@@]2(C)c3cc(O)ccc3N(C)C2O1 (stereo partly specified),/,/,/,-25%
COC(=O)c1ccccc1S(=O)(=O)NC(=O)N(C)c1nc(C)nc(OC)n1,-1%[201 µM],2%[201 µM],/,/
Cc1cc(C2CC2)nc(Nc2ccccc2)n1,-5%[201 µM],-5%[201 µM],/,/
O=C(O)[C@@H]1[C@H](C(=O)O)[C@@]2(Cl)C(Cl)=C(Cl)[C@]1(Cl)C2(Cl)Cl,0%[201 µM],-2%[201 µM],/,/
COC(=O)NS(=O)(=O)c1ccc(N)cc1,0%&-3%[201 µM],1%&2%[201 µM],/,/
CC1(C)[C@H](C(=O)O[C@H](C#N)c2cccc(Oc3ccccc3)c2)[C@@H]1/C=C(\Cl)C(F)(F)F,1%[201 µM],3%[201 µM],/,/
C[C@H]1[C@H](c2ccc(Cl)cc2)SC(=O)N1C(=O)NC1CCCCC1,4%[201 µM],6%[201 µM],/,/
COC(C)(C)CCC[C@H](C)C/C=C/C(C)=C/C(=O)OC(C)C,2%[201 µM],1%[201 µM],/,/
CSc1nnc(C(C)(C)C)c(=O)n1N,-3%[201 µM],-1%[201 µM],/,/
CCOC(=O)C(C)OC(=O)c1cc(Oc2ccc(C(F)(F)F)cc2Cl)ccc1[N+](=O)[O-] (stereo unspecified),0%[201 µM],-6%[201 µM],/,/
CC1(C(=O)Nc2ccc(O)c(Cl)c2Cl)CCCCC1,-3%[201 µM],-2%[201 µM],/,/
CC(C)(C)OOC(C)(C)CCC(C)(C)OOC(C)(C)C,-4%[201 µM],6%[201 µM],/,/
CCOP(=O)(SC(C)CC)SC(C)CC (stereo unspecified),1%[201 µM],-2%[201 µM],/,/

Compound activity from PubChem.

These rows are one share of the data; the hit share may differ from the screen's.
